Screening data deposited in PubChem by National Center for Advancing Translational Sciences (NCATS).
p53ts 32C kill: cytotoxicity in p53ts cells at permissive temperature | hit rate 0.93% among 130,000 | Potency, µM (doses to about 46.1 µM), for inactives: top-dose activity change, negative = cytotoxicity, most hits filed as cytotoxic | AID 924 | H1299-p53A138V at 32C, ATP luminescence viability, 24 h;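 also: 0% = DMSO and -100% = full killing by reference compound; nearly all actives have a fitted effect of over 55% in size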
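Cells: H1299 p53ts (A138V), 600/well, pre-incubated 16–30 h at 37C. Cpd up to 46 uM, 24 h, 32C. Readout: ATPlite luminescence, 20 min RT. Normalization: DMSO vs tamoxifen 100 uM. AC50 by Hill equation.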
Imprint erasure: genomic imprint erasure induction | mouse ES Peg3-LacZ reporter, beta-gal luminescence, 40 h | Potency, µM (top dose mostly 60.7 µM), inactives show at the top dose activity change, positive = activation, usual class: activators | hit rate 0.02% among 110,000;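 also: 0% = negative control wells on the plate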
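Readout: BetaGlo luminescence (5 min, room temp) for LacZ from the normally silent maternal Peg3 allele in female Peg3LacZ-Neo ES cells. Cells 300/well, 40 h, 37C, 5% CO2. Data normalized per plate to negative controls.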
IkB signaling: inhibitors of IkB signaling in ABC-DLBCL cells | ABC-DLBCL IkBa-CBG/CBR dual luciferase ratio, 4 h; response scale: scaled: untreated 0%, proteasome inhibitor 100% | Potency, µM (highest dose often 57.1 µM), without a hit: at the top dose IkBa stabilization activation | hit rate 0.04% among 110,000 | AID 445; active = well fitted curve in the direction sought with a large enough effect in the signal ratio, not every such curve was filed as active; inconclusive = small, poorly fitted or top-dose-only effect, or a change in a side signal; the % refers to the signal ratio;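 also: the direction sought is a rising ratio; 0% = basal untreated cells and 100% = reference inhibitor full response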
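Curves were fitted separately to fusion (green), unfused (red) and ratio luminescence, then classed by r2, magnitude and activity. Cells: OCI-Ly3, 4 h compound plus doxycycline at 37C; 10 uM MG-132 defined full response.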
p53ts 39C tox: cytotoxicity in p53ts cells at nonpermissive temperature; H1299-p53A138V viability at 39C, ATP luminescence, 24 h; Potency, µM (titrated, usually from 46.1 µM), for inactives: at the highest dose activity change, negative = cell killing, usual class: cytotoxic; hit rate 1.5% among 130,000; AID 902; also: nearly all actives have a fitted effect of over 55% in size
* marks the source's active call; other numbers are inactive results; ? = inconclusive; . = no result given; [ ] = remark or other dose. Unless noted, calls follow the shape of the dose curve; as a rule, active = well fitted curve in the direction sought with a large enough effect; inconclusive = small, poorly fitted or top-dose-only effect, or another doubt; inactive = no such curve, though single readings can be large; an effect the other way counts as inactive or inconclusive. Unless noted, % is scaled to controls: 0 for no effect and ±100 for the full control effect; potency is read from the fitted curve at half-maximal effect. Outcome played no part in choosing rows; 1.8% or so of the library scored in one or more.

SMILES | p53ts 32C kill | Imprint erasure | IkB signaling | p53ts 39C tox
CC(C)OC(=O)CC(=O)CSc1nc2c(cc1C#N)CCCC2 | -20% | -25% | 0.9% | -25%
CCOc1ccc(NC(=O)c2sc(-n3nc(C)c(CCC(C)C)c3C)nc2C)cc1 | -1% | -16%[10.9 µM] | 0.9% | 6%
CCc1nc(NCC2CCCN2CC)c2nnn(Cc3ccccc3F)c2n1 (centres undefined) | -6% | -18% | -0.1% | -11%
Oc1ccccc1Oc1ncc(Br)c(N2CCOCC2)n1 | 8% | -6% | -0.5% | -4%
O=C(O)COc1ccccc1C1C2C(=O)N(c3ccc(F)cc3)C(=O)C2ON1c1ccccc1 (centres undefined) | 6% | 2% | 3.2% | -15%
COc1ccc(NC2=C(Cl)C(=O)N(CCc3ccccc3)C2=O)cc1 | -24% | . | . | -21%
CCCC(=O)Nc1ccc2oc(-c3ccc(OC)c(Br)c3)nc2c1 | -1% | -43%[inhibitor] | -0.3% | -13%
CN(C)S(=O)(=O)c1cccc(C(=O)OCC(=O)N2c3ccccc3NC(=O)C2(C)C)c1 | 8% | -3% | 0.1% | 8%
Cc1ccc(N2C(=O)c3oc4ccccc4c(=O)c3C2c2cccnc2)nc1 (centres undefined) | -3% | -2% | 2.0% | 10%
CCOC(=O)c1cccc(NC(=O)c2ccc3nc(Cc4ccccc4)oc3c2)c1 | 0% | -17%[10.9 µM] | ? | -17%
COc1cc(NC(=O)CCCN2C(=O)CCn3nc(-c4cn(C)c5ccccc45)cc32)cc(OC)c1 | 0% | -9%[10.9 µM] | ? | -24%
c1ccc2c(c1)OCC(CNc1ncnc3sccc13)O2 (centres undefined) | 19% | . | . | ?
Cn1cc(-c2cc3n(n2)CCC(=O)N3CC(=O)NCc2ccccc2)c2ccccc21 | 6% | -9%[10.9 µM] | 0.7% | -10%
O=C(Nc1ccc(F)cc1)c1oc2ccccc2c1NC(=O)C1CCCC1 | 11% | -7% | 3.9% | -1%
Cc1ccnc2ccc(-c3nc4ccccc4o3)cc12 | -28% | -37%[inhibitor] | ? | -27%
CCOc1ccc(C2C(C(N)=O)=C(C)Nc3nc(-c4cccc(Cl)c4)nn32)cc1OC (centres undefined) | -1% | -15%[10.9 µM] | ? | -18%
CCOC(=O)c1ccc(NC(=O)Nc2ccc3c4c(cccc24)C(=O)N3CC)cc1 | -10% | 22% | -0.8% | -1%
CCCN(CCC)C(=O)c1ccccc1C(=O)N(CCC)CCC | 15% | . | . | 3%
COC(=O)C1=C(C)N(C)C(C)=C(C(=O)OC)C1c1ccc(F)c(Br)c1 | 28% | -16% | ? | 18%
COc1cc(C(=O)Nc2ccc(-n3cnnn3)c(C)c2)cc(OC)c1OC | 12% | -2% | ? | -2%

5 compounds drawn at random from the list so far, as already listed:
SMILES | p53ts 32C kill | Imprint erasure | IkB signaling | p53ts 39C tox
CCOc1ccc(NC(=O)c2sc(-n3nc(C)c(CCC(C)C)c3C)nc2C)cc1 | -1% | -16%[10.9 µM] | 0.9% | 6%
c1ccc2c(c1)OCC(CNc1ncnc3sccc13)O2 (centres undefined) | 19% | . | . | ?
O=C(Nc1ccc(F)cc1)c1oc2ccccc2c1NC(=O)C1CCCC1 | 11% | -7% | 3.9% | -1%
CCCC(=O)Nc1ccc2oc(-c3ccc(OC)c(Br)c3)nc2c1 | -1% | -43%[inhibitor] | -0.3% | -13%
Cc1ccc(N2C(=O)c3oc4ccccc4c(=O)c3C2c2cccnc2)nc1 (centres undefined) | -3% | -2% | 2.0% | 10%

Quoted from the listing.
CCCN(CCC)C(=O)c1ccccc1C(=O)N(CCC)CCC – p53ts 32C kill: 15%
O=C(O)COc1ccccc1C1C2C(=O)N(c3ccc(F)cc3)C(=O)C2ON1c1ccccc1 (centres undefined) – IkB signaling: 3.2%
CCOc1ccc(C2C(C(N)=O)=C(C)Nc3nc(-c4cccc(Cl)c4)nn32)cc1OC (centres undefined) – Imprint erasure: -15%[10.9 µM]

(list continues)
SMILES | p53ts 32C kill | Imprint erasure | IkB signaling | p53ts 39C tox
O=C(CCSCCc1ccccn1)Nc1ccccn1 | -1% | -12% | 1.5% | 1%
CCOc1cc(CNC(=O)c2cc(-c3ccc(Cl)s3)nc3ccccc23)ccc1OC | 0% | -5%[10.9 µM] | -1.8% | 2%
CC(=O)N1CCC(=O)N(C(C)C)c2ccccc21 | -2% | -13% | 0.2% | -6%
CCOC(=O)C(CC)Sc1ncnc2nc[nH]c12 (centres undefined) | 7% | -10% | -0.9% | -1%
Cc1ccc(S(=O)(=O)Cn2nnnc2C(c2ccccn2)N2CCN(c3ccccc3)CC2)cc1 (centres undefined) | 9% | . | ? | 9%
Cc1cc(NS(=O)(=O)c2ccc(NC(=O)COc3c(C)ccc(C)c3C)cc2)nc(C)n1 | 8% | 2%[10.9 µM] | ? | -4%
Cc1ccn2c(=O)c(C(=O)Nc3ccc(F)c(C(F)(F)F)c3)cnc2c1 | 6% | 2%[10.9 µM] | -1.7% | -14%
CN(CC(=O)NC1CCCCC1)S(=O)(=O)c1ccc(Cl)cc1 | 2% | -13% | -1.5% | 8%
Cc1ccc2c(c1)N(C(=O)N1CCC(C(=O)NCc3cccs3)CC1)CC(C)O2 (centres undefined) | -12% | -10%[10.9 µM] | ? | -5%
COc1ccc(-c2cnnn2-c2ccc(NC(=O)c3ccc(S(=O)(=O)N(C)C)cc3)cc2)cc1 | 0% | -13%[10.9 µM] | -2.7% | -19%
O=C(O)CCSCc1ccccc1F | 10% | 5% | -1.2% | 1%
CCOc1ccc(S(=O)(=O)Nc2ccc(-c3ccc(N4CCCC4)nn3)cc2)cc1 | -12% | -9%[10.9 µM] | -0.6% | -5%
CCCOc1ccc(C(=O)N2CCN(c3ccc(NC(=O)CC)cc3Cl)CC2)cc1 | 2% | -24% | ? | 12%
Cc1cnc(CNc2cc(-c3ccccc3CN(C)C)ncn2)cn1 | -12% | -11% | 0.0%[11.4 µM] | -3%
COc1ccc(-n2ccnc(NCc3cccs3)c2=O)cc1 | 10% | 6%[10.9 µM] | 3.0% | -11%
O=C(c1ccco1)N1CCN(CC2CC3C=CC2C3)CC1 (centres undefined) | 0% | -9% | -0.5% | -4%
Cc1ccnc(N(C(=O)c2cccs2)C(=O)c2cccs2)c1 | ? | -89%[inhibitor] | 0.8% | 13µM*
O=C(Nc1cnc2ccccn2c1=O)c1ccc(F)cc1 | -12% | -68%[inhibitor] | ? | -3%
COc1ccc(C2NC(=O)NC(C)=C2C(C)=O)cc1 (centres undefined) | 23% | . | . | 34%[activator]
CC(C)c1cc(C(=O)NCc2ccco2)no1 | -10% | -37%[inhibitor] | 6.7% | -20%
Cc1ccccc1-c1nc(CS(=O)(=O)CC(=O)N(C)C2CCCCC2)c(C)o1 | -2% | -23% | 5.0% | -2%
CCOC(=O)C1CCCN(c2c(NCc3ccco3)c(=O)c2=O)C1 (centres undefined) | -1% | -11% | -1.4% | 4%
CCCn1cc(S(=O)(=O)c2ccc(CC)cc2)c(=O)c2ccccc21 | 3% | 3%[10.9 µM] | 1.7% | 9%
CCc1ccc(Sc2cc(C(=O)NC(C)CC)c3ccccc3n2)cc1 (centres undefined) | 0% | -12%[10.9 µM] | -2.0% | ?
CCCCC(CC)CNC(=O)CCCCn1c(=O)[nH]c2ccsc2c1=O (centres undefined) | -2% | -6%[10.9 µM] | ? | ?
CC(=O)c1cccc(NC(=O)CCCSc2nc(-c3ccco3)cc(C(F)(F)F)n2)c1 | -13% | -6%[10.9 µM] | ? | -12%
O=C(CN1CCOc2ccccc21)NCc1ccco1 | 0% | 4% | -0.7% | 1%
CC(C)n1c(SCC(=O)Nc2ccccc2N2CCCCC2)nc2c1c(=O)n(C)c(=O)n2C | 4% | -4% | -0.3% | -3%
CCOc1ccc(NC(=O)NCCCN2CCN(c3ccc(F)cc3)CC2)cc1 | 3% | -13%[10.9 µM] | ? | -9%
Cc1ccc(CNS(=O)(=O)c2c(C)nc3scc(C)n3c2=O)cc1 | -1% | -8%[10.9 µM] | 5.9% | 6%
CCC(=O)N1c2ccc(S(=O)(=O)CCC(=O)NCc3cccc(OC)c3)cc2CC1C (centres undefined) | 6% | -12%[10.9 µM] | -0.2% | 16%
Cc1cc(C)n(Cc2ccccc2Cl)n1 | -1% | -7% | 1.7% | 8%
Cc1cc(NC(=O)CSc2ccc3c(c2)OCCO3)no1 | 1% | -1% | -0.6% | -5%
CC(=O)C1=C(C)NC(SCC(=O)c2ccc(F)cc2)=C(C#N)C1c1ccco1 (centres undefined) | 24% | -22% | ? | -16%
O=C(Nc1cccnc1)c1cccc(S(=O)(=O)N2CCOCC2)c1 | -10% | -6% | 3.8% | 10%
O=C1C=CCCC1 | 0%[1.84 µM] | -6% | 1.9% | -7%
CCOc1ccc(C2CC(c3ccc(Br)cc3)Nc3nc(N)nn32)cc1 (centres undefined) | 8% | 8% | 0.5% | -5%
COc1cc2cc(CN(C(=O)Nc3ccccc3)C3CCCC3)c(=O)[nH]c2cc1OC | 2% | -8% | ? | -22%
CCOc1ccc(NC(=O)N2CC=C(n3c(=O)[nH]c4ccccc43)CC2)cc1 | -8% | -12% | 3.3% | -16%
COc1ccccc1-c1nnc(C2CCN(C(=O)c3ccc(C)cc3)CC2)o1 | 5% | -28%[10.9 µM] | 1.5% | -13%
CCOc1nc(C)ccc1-c1noc(-c2ccncc2)n1 | 0% | -17% | -9.1% | 8%
CC(=O)Nc1ccc2nc(SCCOc3ccccc3)sc2c1 | -21% | -6%[10.9 µM] | -1.2% | -20%
COc1ccccc1CNC(=O)CN1C(=O)CCn2nc(-c3ccccc3)cc21 | -6% | 5%[10.9 µM] | ? | 9%
COCCn1c(C(=O)N(C)C)cc2c1C[C@H]1CN(C(=O)c3ccccc3)[C@@](Cc3ccc(F)cc3)(C(=O)OC)[C@@H]21 | 15% | ? | . | 0%
Cc1cc(-n2c(=O)c(C#N)cc3c(=O)n4cccc(C)c4nc32)no1 | -4% | 4% | 3.1% | 5%
CCC(Sc1nc(=O)cc(N)n1-c1ccccc1)C(=O)Nc1cc(C)on1 (centres undefined) | -2% | 7% | -1.9% | 7%
O=C(Cc1cccs1)NCc1cccs1 | -7% | -18% | 1.6% | 3%
COc1ccc(/C=C/C(=O)Nc2ccc(Cl)c(Cl)c2)cc1OC | ? | -7%[10.9 µM] | -7.9% | ?
CCc1ccc(NC(=O)c2ccc(F)c(S(=O)(=O)N3CCC4(CC3)OCCO4)c2)cc1 | 1% | -16%[10.9 µM] | ? | -24%
COc1ccccc1CN1CCC2(CC1)CCN(C(=O)c1csnn1)CC2 | -4% | . | -0.3%[11.4 µM] | 2%
CCOC(=O)c1c(C)[nH]c(C)c1S(=O)(=O)NCC(=O)Nc1cc(C)ccc1OC | 0% | 3%[10.9 µM] | -0.7% | -11%
COCCNC(=O)CN1C(=O)COc2ccc(Cl)cc21 | -2% | -9% | -2.3% | 1%
OCCN1CCN(c2ncnc3ccc(Br)cc23)CC1 | 10% | -6% | 0.9% | -1%
CC1=C(C(=O)OCc2ccccc2)C(c2ccc(C3CCCCC3)cc2)NC(=O)N1CCCCCC(=O)O (centres undefined) | 18% | -3% | . | 20%
CCn1c(COc2ccccc2C)nnc1SCC(=O)CC(=O)Nc1ccccc1 | 5% | -11% | ? | -1%
O=C1CC(C2CCCO2)C(=O)N1c1ccccc1 (centres undefined) | 0% | . | . | 9%
O=C1CCCN1c1cccc(Br)c1 | 4% | . | . | 11%
COC(=O)c1ccccc1NC(=O)N1CCN(C/C=C/c2ccccc2)CC1 | 6% | -8% | 2.4% | 8%
COc1ccc(C2CC(O)(C(C)(C)O)NO2)cc1 (centres undefined) | 9% | -10% | 1.0% | -11%
COc1ccc(C2(O)CCN(CCCCOc3ccccc3)CC2)cc1 | -5% | -17% | -2.4% | -3%
COc1ccc(OCC(O)Cn2c(Br)nc3c2c(=O)[nH]c(=O)n3C)cc1 (centres undefined) | -7% | -21% | 2.9% | 1%
Cn1cc(S(=O)(=O)N2CCCCCC2)cc1C(=O)N1CCN(c2cccc(C(F)(F)F)c2)CC1 | -6% | -8%[10.9 µM] | ? | ?
CCCNC(=O)Cn1nc(-c2ccc(C)c(C)c2)c2cnc3ccc(OC)cc3c21 | -6% | 12%[10.9 µM] | -0.3% | -18%
